CSM14.1 death rescue = protection against thapsigargin-triggered cell killing – 384-well, CSM14.1, ATP luminescence, primary screen (AID 1222) | CSM14.1 thapsigargin-induced death rescue, ATP luminescence; higher % means a stronger effect | cellular ATP content (survival), % at 20 µM, or EC50 in µM where a hit was titrated | 190,000 tested, under 10 active;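 active means EC50 below 50 µM in the dose-response confirmation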;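 further: death triggered by thapsigargin at about 15 µM added after 2 h compound pretreatment; cell ATP read after overnight thapsigargin exposure of roughly 18 to 22 hours; normalized against plate controls of thapsigargin alone and 5% DMSO vehicle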
Yfh1-depleted yeast = enhancers of respiration in Yfh1-depleted yeast, dose response, Friedreich's ataxia, plus single-dose screen (AID 1465) | S. cerevisiae Yfh1-off respiration, WST-1 reduction, 72 h; higher fold induction means a stronger effect | one-dose fold induction at 50 µM; EC50 in µM for titrated hits | actives 0.074% (n = 220,000);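 active means fold induction of absorbance versus untreated yeast above a set limit, then at least 30% activation at any dose in follow-up; inconclusive means repeats straddling the limit, or above it without dose testing; inactive means fold induction below the set limit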;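 further: activators that raise dye reduction in frataxin-depleted yeast; strong numbers were not always called active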
WT yeast gro inh = growth inhibition of WT yeast, mitochondrial fusion screen; mitochondrial fusion phenotypic screen, WT strain; inhibition, % at 10 µM; actives 2.1% (n = 190,000); in the data active means inhibition above about 58%; tested in S. cerevisiae
NS5 inhibitors = flavivirus cap methylation enzyme inhibition – biochemical, confirmation dose response, primary screen (AID 588689) | actives 0.3% (n = 340,000) | inhibition, % at 25 µM, or IC50 in µM where a hit was titrated | Dengue-2 NS5 methyltransferase capping enzyme assay, biochemical; higher % means a stronger effect; in the data active means a potency from the dose series; inconclusive means inhibition above about 29% without an active follow-up result
K1F lysis inhibition = protection from phage-mediated lysis, alamar blue read-out – E. coli UTI89, K1F phage, bacterial capsule biogenesis inhibitors (AID 488966); E. coli UTI89 K1F phage lysis, alamar blue, 2 h; higher % means a stronger effect; inhibition, % at 100 µM, or IC50 in µM where a hit was titrated; actives 0.02% (n = 340,000);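 active means phage lysis inhibition, versus mean bacterial control, above a set limit; inconclusive means no clear call, values can overlap the other calls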;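 further: capsule biogenesis inhibitors block K1F phage lysis so surviving cells raise fluorescence; higher fluorescence means more inhibition of phage lysis; actives were called in the ten point dose series up to 300 µM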
RSV CPE inhibition = inhibition of RSV-induced cytopathic effect – HEp-2 cells, primary 10 µM value included (AID 2391); HEp-2 cells, RSV-induced CPE inhibition; higher % means a stronger effect; one-dose CPE inhibition, % at 10 µM; IC50 in µM for titrated hits; actives 0.13% (n = 310,000); in the data active means a potency from the dose series; inconclusive means CPE inhibition mostly from about 23% at the one dose, without a potency; inactive means the rest, 99 in 100 with CPE inhibition below about 21%; further: strong numbers were not always called active
West Nile virus CPE = inhibition of WNV-induced cytopathic effect – cell-based, CPE readout (AID 1621); CPE inhibition, % at 10 µM, or IC50 in µM where a hit was titrated; actives 0.02% (n = 290,000); West Nile virus-infected cells, CPE inhibition; higher % means a stronger effect; in the data active means a potency from the dose series; inconclusive means CPE inhibition mostly from about 3.7% at the one dose, without a potency; inactive means the rest, 99 in 100 with CPE inhibition below about 2.2%; further: strong numbers were not always called active
XIAP antagonists = small molecules displacing peptide from XIAP – biochemical, IAP family, fluorescence polarization (AID 1018); displacement, % at 20 µM; hits with a dose series show IC50 in µM; XIAP BIR domain, fluorescence polarization peptide displacement; higher % means a stronger effect; actives 0.007% (n = 200,000); in the data active means displacement above about 50%; further: a part of the inactive calls stands beside numbers as strong as those of hits
Large T inhibition = SV40 large T antigen inhibitors, biochemical (AID 1903); SV40 large T antigen ATPase/helicase inhibition assay; higher % means a stronger effect; inhibition, % at 20 µM, or IC50 in µM where a hit was titrated; actives 0.39% (n = 310,000); in the data active means a potency from the dose series; inconclusive means inhibition mostly from about 32% at the one dose, without a potency; inactive means the rest, 99 in 100 with inhibition below about 32%; further: strong numbers were not always called active
WT yeast gro inh mutant strain = further read-out of WT yeast gro inh, marked with its call; inhibition, %; mitochondrial fusion phenotypic screen, mutant strain inhibition
Numbers without * were called inactive; i = inactive; ? = inconclusive; · = no result given; [ ] = another dose, or the depositor's remark. Compounds were not picked by outcome; about 2.2% have a hit in one of these screens.

Values run as follows: Large T inhibition | CSM14.1 death rescue | Yfh1-depleted yeast | RSV CPE inhibition | West Nile virus CPE | WT yeast gro inh | K1F lysis inhibition | NS5 inhibitors | XIAP antagonists | WT yeast gro inh mutant strain
CCOc1ccc(S(=O)(=O)NCCC(=O)NCc2ccncc2)cc1
→ 11.6% | · | · | -0.4% | · | · | 1.8%[50 µM] | -6.5% | · | ·
Cc1ccc2cc3c(N)c(C(=O)Nc4c(C)[nH]c(=O)[nH]c4=O)sc3nc2c1
→ 1.0% | -0.7% | i | 2.0% | -0.2% | 10.6 | 0.5% | 0.7% | -4.3% | -1.4
CCCn1c(SCC(=O)N2c3ccc(F)cc3CCC2C)nnc1-c1ccccn1 (stereo unspecified)
→ 1.0% | 0.8% | i | 1.7% | -1.3% | 17.3 | -0.4% | -2.4% | -4.8% | -9.0
Cc1ccc(C(=O)NC(C)(COc2nonc2C)COc2nonc2C)cc1
→ 3.1% | -5.6% | i | 2.0% | -1.3% | -4.9 | 0.0% | -5.6% | -1.9% | -23.9
Cc1cc(Cl)c(OCCCCNC(C)(C)C)c(Br)c1
→ 7.6% | -2.0% | i | -0.3% | -1.0% | -10.5 | · | · | -2.2% | 5.5
CC(=O)c1ccc(OC(C)C)c(Cc2c(O)nc(N)[nH]c2=O)c1
→ 12.0% | -1.9% | i | 0.3% | -0.9% | -16.5 | -1.4% | -4.0% | -2.1% | 20.9
Cc1ccc2[nH]cc(S(=O)(=O)c3ccc(F)cc3)c(=O)c2c1
→ -0.7% | · | · | -0.1% | 0.9% | · | 0.3% | -7.3% | · | ·
CCOc1cc(CNc2ccc(N3CCCC3)cc2)cc(Cl)c1OC
→ 12.8% | -2.4% | i | 2.8% | -1.7% | 15.2 | 0.9% | 48.2µM* | -2.9% | 3.4
COc1cccc(C(=O)NCCCn2ccnc2)c1
→ -0.6% | -0.6% | i | 2.0% | 0.8% | -0.5 | -0.3% | -6.9% | -2.0% | 7.8
Nn1c(SCc2cccc(Br)c2)nnc1-c1ccncc1
→ 12.5% | · | i | · | -0.1% | · | 1.2% | -0.8% | · | ·
Cc1ccc(NC(=O)CSc2n[nH]c(-c3cccnc3)n2)cc1Cl
→ 2.4% | · | · | ? | 0.0% | · | ? | 4.8% | · | ·
CC1C(=O)NN=C1C(=O)N/N=C\c1ccc(O)cc1O (stereo unspecified)
→ ? | -1.8% | i | 1.5% | 0.4% | 12.0 | -0.3% | 2.6% | -1.6% | 10.0
CCn1c2ccccc2c2cc(N=C3SC(CC(=O)Nc4ccccc4OC)C(=O)N3C)ccc21 (stereo unspecified)
→ 1.6% | -1.5% | i | 9.5% | -0.8% | -3.4 | 0.3% | -4.1% | -7.1% | -2.9
CCOc1ccccc1C(=O)NCC(=O)NCCCSc1ccccc1
→ 8.3% | · | · | 0.3% | -0.5% | · | 0.1% | -0.6% | · | ·
O=C(NCCS(=O)(=O)NCc1ccc2c(c1)OCO2)c1ccccc1
→ 5.9% | · | · | -2.5% | · | · | 1.1% | -1.5% | · | ·
COc1ccc2[nH]cc(CCCN3C(=O)c4ccccc4C3=O)c2c1
→ 13.0% | -1.9% | i | 10.8% | -0.2% | -0.7 | 0.1% | 7.1% | -4.8% | -1.2
O=Cc1cccn1-c1ccc(O)cc1
→ >100µM* | 0.3% | i | -1.1% | 0.2% | -13.6 | -0.8% | -5.9% | -3.1% | 7.1
Cc1cc(C(=O)Nc2ccccc2N2CCOCC2)c(C)o1
→ 7.7% | · | i | 1.8% | 0.0% | · | -0.2% | -10.2% | · | ·
Cc1ccc(C)c(S(=O)(=O)N2CCN(C(=O)C3CCN(C(=O)c4ccc(F)cc4)CC3)CC2)c1
→ 5.3% | · | · | 3.7% | · | · | 0.8%[50 µM] | -0.7% | · | ·
O=C(NC1CCCC1)c1cccnc1N1CCCCCC1
→ 20.2% | 3.8% | i | 0.0% | 0.0% | -10.7 | 3.0% | -4.1% | -19.5% | 10.1
CCc1ccc(CN2CCC(N3CCC(C(=O)N4CCCC4)CC3)CC2)o1
→ 13.5% | · | · | -2.1% | -0.3% | · | 0.2% | -7.9% | · | ·
CC(C)CC(=O)Nc1ccnc(-c2ccncc2)n1
→ 11.4% | -0.3% | i | 0.8% | -1.3% | -4.7 | 0.4% | -3.6% | -7.1% | -2.4
CC(C)c1ccc(C(=O)NCCCNC(=O)c2cnccn2)cc1
→ 7.0% | · | · | 1.0% | 0.0% | · | -0.3% | -3.3% | · | ·
COc1ccc(C(=O)N2CCC(N3CCN(c4ccccc4)CC3)CC2)cc1
→ 17.3% | -2.7% | i | 0.2% | 0.0% | -5.7 | -0.1% | -6.2% | -5.9% | -7.7
CN(c1ccc(C(=O)Nc2cccc([N+](=O)[O-])c2)cc1)S(C)(=O)=O
→ 6.1% | -0.9% | i | 12.4% | -0.8% | -5.5 | 0.1% | -10.9% | -15.4% | -4.9
Cc1cccc(NC(=S)NC(=O)CCc2ccccc2)c1
→ 1.5% | 2.1% | i | 1.4% | 0.5% | 51.0 | 1.3% | -7.7% | -6.1% | -12.3
CCOC(=O)C(Sc1ncnc2c1sc1nc(N3CCOCC3)c3c(c12)CCCC3)c1ccccc1 (stereo unspecified)
→ 9.4% | 10.6% | i | · | 0.0% | -4.2 | · | · | -2.3% | -27.9
Cc1c(NC(=O)CSc2ccc(Cl)cc2)cccc1-c1nc2ncccc2o1
→ 3.6% | -0.8% | i | 11.4% | 0.6% | -10.9 | 4.5% | -3.5% | -4.0% | -4.5
COc1ccccc1CNC(=S)NCc1ccc(Cl)cc1
→ 13.6% | · | · | 11.6% | -0.5% | · | -0.5%[50 µM] | -0.7% | · | ·
Cc1ccc(C(=O)CSc2nn3c(=O)c(C(C)(C)C)nnc3s2)cc1
→ 7.7% | -0.3% | i | 4.2% | -0.7% | 0.9 | 3.0% | -1.4% | -3.9% | 6.0

Other compounds:
Values run as follows: Large T inhibition | CSM14.1 death rescue | Yfh1-depleted yeast | RSV CPE inhibition | West Nile virus CPE | WT yeast gro inh | K1F lysis inhibition | NS5 inhibitors | XIAP antagonists | WT yeast gro inh mutant strain
COCCn1c(SCC(=O)Nc2ccccc2)nc2c(oc3ccccc32)c1=O
→ 16.0% | -0.5% | i | 1.7% | -0.1% | 2.8 | 0.1% | -3.5% | -2.3% | 1.8
COc1ccc(S(=O)(=O)N2CC3CCCN3c3cc(C(F)(F)F)ccc32)cc1 (stereo unspecified)
→ 1.3% | 2.6% | i | 18.0% | -0.6% | 74.8* | -0.2% | -0.8% | -3.3% | 67.0*
CCOc1ccccc1NC(=O)c1ccccc1NS(C)(=O)=O
→ 0.2% | -4.1% | i | -0.7% | -0.1% | 11.5 | 0.6% | -3.5% | 0.5% | -0.7
CCOC(=O)N/N=C\c1ccc([N+](=O)[O-])s1
→ 11.4% | -1.7% | i | 2.5% | -1.5% | -9.4 | -2.1% | 0.0% | -5.5% | 0.8
COc1ccccc1CC(=O)Nc1ccccc1C(=O)O
→ 5.7% | 5.2% | i | 1.2% | 0.7% | -14.0 | 5.8% | 0.8% | -7.6% | -6.3
Cc1ccc2oc(C(=O)N(Cc3ccc(N(C)C)cc3)C3CCS(=O)(=O)C3)c(C)c2c1 (stereo unspecified)
→ 7.0% | · | · | 10.6% | -0.1% | · | 0.0% | 2.2% | · | ·
CN(C)c1ccc(C(C(=O)NC(C)(C)C)N(C(=O)c2csnn2)C2CC2)cc1 (stereo unspecified)
→ 4.3% | -0.1% | i | 1.2% | -0.3% | 7.9 | 0.1% | -12.2% | -3.6% | 1.9
CCC(C(=O)Nc1cc(C)on1)c1ccccc1 (stereo unspecified)
→ 5.5% | 0.1% | i | 2.4% | -0.6% | -2.6 | 2.9% | -1.6% | -6.0% | 5.6
Cc1nn(CC(O)COc2ccc3c(c2)CCC3)c(C)c1C (stereo unspecified)
→ 4.9% | -1.4% | i | 0.6% | -0.2% | 18.7 | 1.1% | -0.7% | -4.1% | 26.0
CCOC(=O)c1[nH]c2ccc(OC)cc2c1C
→ -0.8% | -0.8% | · | 11.7% | · | -4.3 | 0.6% | -1.4% | -5.8% | 7.1
O=C1CCCC2=C1C(c1ccccc1)C1C(=O)c3ccccc3C1=N2 (stereo unspecified)
→ 15.5% | -5.9% | i | 39.8µM* | 3.1% | 10.4 | 0.5% | 0.0% | -15.6% | 9.5
O=C(CSc1ccc(-c2ccccn2)nn1)NC1CCCC1
→ 1.3% | -1.6% | i | 2.4% | -0.5% | -1.0 | -0.1% | 5.1% | -1.3% | -12.0
Cc1cc(C)cc(OCC(=O)N/N=C\c2cn(C)nc2C)c1
→ 11.2% | -1.2% | i | 0.5% | -0.1% | -3.3 | 0.1% | -3.2% | -0.3% | -17.5
Cc1nc2ncnn2c(C)c1CCC(=O)Nc1ccc(S(=O)(=O)N2CCCCCC2)cc1
→ 6.7% | -4.6% | i | 1.6% | 3.0% | 1.9 | 0.2% | 0.0% | -1.4% | -14.8
CN(C)Cc1cc2ccccc2c2c1COC2
→ 12.6% | · | i | 0.4% | 0.3% | · | 7.0% | 6.9% | · | ·
NC(=O)C1CCN(C(=O)CC(c2ccccc2)c2ccccc2)CC1
→ -2.3% | · | · | 1.1% | 0.2% | · | 1.8% | 1.6% | · | ·
CN(C)c1ccc(NC(=O)C2CCCN(S(=O)(=O)c3ccccc3)C2)cc1 (stereo unspecified)
→ ? | -0.3% | i | 0.5% | -0.2% | 5.7 | -0.5% | -4.8% | -1.5% | 13.1
CC1(C(=O)O)CCC(C(=O)N2CCCCC2)C1(C)C (stereo unspecified)
→ 25.8% | -0.2% | i | 2.8% | 1.7% | -10.3 | 0.7% | -1.5% | 0.1% | 0.8
O=C(NCc1ccco1)C1CCN(C(=O)c2cc3sccc3n2Cc2ccc(F)cc2)CC1
→ 6.7% | -3.0% | i | 6.1% | -0.1% | 15.4 | 0.2% | -6.9% | -9.0% | 7.5
C#CCOC(=O)/C(=C/c1ccc(F)cc1)NC(C)=O
→ 0.0% | -1.5% | i | 1.1% | 0.1% | -2.3 | 3.3%[50 µM] | 3.2% | -6.5% | -8.5
CC(C)Oc1ccc(CN2CCC(n3nccc3NC(=O)c3cccnc3)CC2)cc1
→ 4.2% | · | · | -1.2% | -0.6% | · | 0.7% | 0.0% | · | ·
O=C(NCc1ccc(F)cc1)C1CCCN(S(=O)(=O)c2ccc(-n3cnnn3)cc2)C1 (stereo unspecified)
→ 3.2% | · | · | 1.1% | 0.7% | · | 0.0% | 2.5% | · | ·
Cc1cccc(NC(=O)CSCC(=O)NCc2cccc(C(F)(F)F)c2)c1
→ 27.0% | · | · | 2.8% | -0.1% | · | -0.3% | -11.2% | · | ·
O=C(NCC(c1cccnc1)N1CCN(c2ccccc2)CC1)c1ccc2c(c1)OCO2 (stereo unspecified)
→ -3.0% | · | i | -1.6% | -0.6% | 6.9 | 5.5% | -3.4% | -1.1% | 3.6
